Bioassay records from PubChem BioAssay.
GAA glycogen mod: inhibitors or activators of human alpha-glucosidase glycogen cleavage. P10253. recombinant GAA, glycogen substrate, Amplex Red glucose oxidase fluorescence. Potency, µM (series often up to 76.4 µM), without a hit: at the highest dose activity change, negative = inhibition, most hits filed as inhibitors. 300,000 tested, 0.38% active. AID 2100;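 further: 0% = full enzyme reaction and -100% = no-enzyme basal signal; the screen sought inhibitors and activators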
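Natural-substrate format: glycogen cleavage by 4 nM human enzyme, glucose read by Amplex Red coupling (Ex 573, Em 610 nm). Normalized to enzyme and no-enzyme controls.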
NPSR antagonist: blocks cAMP signaling of the human neuropeptide S receptor; Q6W5P4; CHO-NPSR cells, cAMP TR-FRET, antagonist mode; 220,000 tested, 1% active; Potency, µM (titrated, usually from 38.3 µM), without a hit: top-dose activity change, negative = inhibition, hits mostly inhibitors; further: on the % scale 0 is the no-effect control and ±100 the full control effect; nearly all actives have a fitted effect of over 50% in size; many of its hits are not listed in these tables
Target sequence (Q6W5P4 whole entry, looked up): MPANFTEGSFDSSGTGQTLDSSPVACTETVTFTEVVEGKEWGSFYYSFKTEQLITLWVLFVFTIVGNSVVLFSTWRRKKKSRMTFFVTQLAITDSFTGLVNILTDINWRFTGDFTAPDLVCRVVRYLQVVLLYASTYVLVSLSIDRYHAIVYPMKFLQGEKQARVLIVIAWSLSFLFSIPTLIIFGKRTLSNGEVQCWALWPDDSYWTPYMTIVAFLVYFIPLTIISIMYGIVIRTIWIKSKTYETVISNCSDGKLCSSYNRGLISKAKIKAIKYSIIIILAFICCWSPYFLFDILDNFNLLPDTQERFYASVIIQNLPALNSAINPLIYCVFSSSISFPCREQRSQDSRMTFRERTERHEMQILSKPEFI
GLA spleen mod: inhibits or activates alpha-galactosidase in human spleen homogenate; 240,000 tested, 0.008% active; Potency, µM (titrated, usually from 80 µM), inactives show at the highest dose activity change, negative = inhibition, most hits filed as inhibitors; AID 2107; human spleen homogenate, 4MU-alpha-Gal fluorescence, 40 min;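 further: 0% = enzyme with vehicle and -100% = no enzyme basal signal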
Target sequence (P06280 32-429 limits assumed): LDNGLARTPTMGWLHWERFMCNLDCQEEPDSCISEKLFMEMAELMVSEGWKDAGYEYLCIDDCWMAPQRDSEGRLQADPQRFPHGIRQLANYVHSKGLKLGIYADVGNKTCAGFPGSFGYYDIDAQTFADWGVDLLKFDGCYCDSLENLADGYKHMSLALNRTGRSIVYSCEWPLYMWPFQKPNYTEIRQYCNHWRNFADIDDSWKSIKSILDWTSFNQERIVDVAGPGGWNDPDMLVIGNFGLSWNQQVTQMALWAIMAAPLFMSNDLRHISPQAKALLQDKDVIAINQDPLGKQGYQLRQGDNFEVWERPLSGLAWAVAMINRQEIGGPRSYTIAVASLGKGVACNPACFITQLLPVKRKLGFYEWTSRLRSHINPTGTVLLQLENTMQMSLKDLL
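Human spleen homogenate (1 ug) was the enzyme source, with 4-methylumbelliferyl-alpha-D-galactopyranoside (1 mM final) in pH 5.0 citrate buffer with 0.01% Tween-20. Compounds were titrated; after 40 min at 37C, NaOH/glycine stop, 4-MU fluorescence read; AC50 from Hill fits.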
GAA inhib: inhibitors of human lysosomal alpha-glucosidase. P10253. purified human GAA, 4-MU-alpha-glucoside fluorescence. Potency, µM (doses to about 76.9 µM), for inactives: at the top dose activity change, negative = inhibition, most hits filed as inhibitors. 200,000 tested, 0.005% active. AID 1466;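 further: plate controls were uninhibited enzyme wells for no effect and no-enzyme background for full effect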
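Fluorogenic assay: 4 nM human alpha-glucosidase with 400 uM 4-methylumbelliferyl-alpha-D-pyranoside in 50 mM citrate/phosphate, 0.005% Tween-20, pH 5.0, 20 min at room temperature. Compounds tested up to 77 uM; AC50 from Hill fits.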
Epigenetic reg: derepresses silenced GFP reporter in murine cells; murine LDR cells, GFP reporter derepression, 30 h; Potency, µM (series often up to 53.9 µM), for the others: at the top dose GFP activation, usual class: activators; 280,000 tested, 0.2% active; AID 1865; further: % of control where 0% means no effect; nearly all actives have a fitted effect of over 60% in size
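GFP-positive cell count by laser-scanning cytometry (objects 20–120 um) after 30 h, 37 C compound exposure of murine LDR cells; reporter is CMV-GFP integrated at a silenced locus, inducible by HDAC or DNMT inhibitors.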
GAA spleen mod: inhibitors or activators of human alpha-glucosidase in spleen homogenate | P10253 | human spleen homogenate, 4-MU-alpha-glucoside fluorescence | Potency, µM (top dose mostly 79.9 µM), inactives show at the highest dose activity change, negative = inhibition, most hits filed as inhibitors | 240,000 tested, 0.006% active;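 further: 0% = enzyme with vehicle and -100% = no enzyme basal signal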
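Compounds were titrated against alpha-glucosidase in spleen homogenate at pH 5.0, with 1 mM 4-methylumbelliferyl substrate for 40 min at 37 C. Reactions were quenched with pH 10 NaOH/glycine and fluorescence measured.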
Tau fluor cs: counter-screen for tau fibril formation inhibitors; Potency, µM (highest dose often 57.7 µM), without a hit: top-dose activity change, negative = decrease; tau K18 P301L Alexa594 fluorescence, heparin fibrillization; 280,000 tested, 0.93% active; further: on the % scale 0 is the no-effect control and ±100 the full control effect; nearly all actives have a fitted effect of over 55% in size
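Human tau K18 P301L (15 uM unlabeled, 0.24 uM Alexa 594-labeled) in 100 mM sodium acetate pH 7 with 20 uM heparin, 6 hr at 37 C. ThT 30 uM added, 1 hr ambient; Alexa 594 FP and total fluorescence read at 555/632 nm.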
ALDH1A1 inh: ALDH1A1 (human) enzyme inhibition; Potency, µM (series often up to 75.3 µM), for inactives: top-dose activity, negative = inhibition, actives largely listed as inhibitors; Purified ALDH1A1, NADH fluorescence, propionaldehyde substrate; AID 1030; 220,000 tested, 7.3% active; P00352; active means well fitted inhibition curve with a large enough effect, not every such curve was filed as active; inconclusive means small, poorly fitted or top-dose-only effect, or another doubt; inactive means no such curve, though single readings can be large or run the other way;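 further: plate controls were no enzyme wells and a reference inhibitor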
* = called active by the depositor; ? = inconclusive; . = not tested or not shown; [ ] = another dose, or the depositor's remark. Unless noted, the call rests on the fitted dose curve; in most records, active means well fitted curve in the direction sought with a large enough effect; inconclusive means small, poorly fitted or top-dose-only effect, or another doubt; inactive means no such curve, though single readings can be large; an effect the other way counts as inactive or inconclusive. Potency means the concentration at half of the fitted maximal effect. The list is partial; count on the stated rates, not on these rows.

smiles,GAA glycogen mod,NPSR antagonist,GLA spleen mod,GAA inhib,Epigenetic reg,GAA spleen mod,Tau fluor cs,ALDH1A1 inh
O=C(O)CCN1C(=O)/C(=C\c2ccncc2)SC1=S,-10%,-15%,8%,-8%,-2.5%,-3%,4%,-13%
CCOc1nc(C)nc(NC(=O)NS(=O)(=O)c2ccccc2Cl)n1,9%,-16%[46.1 µM],-11%,-3%,-2.9%,-3%,-6%,2%
Cn1c(SCC(=O)O)nnc1C1CCCCC1,4%,-8%[46.1 µM],4%,-6%,-9.5%,2%,9%,16%
CCOC(=O)C1=C(C)OC(N)=C(C#N)C1c1cc2ccccc2nc1N1CCCCC1 (stereo unspecified),6%,1%[46.1 µM],-5%,4%,-1.1%,9%,-20%,14%
COc1ccc(/C=C/C(=O)c2ccncc2)c2ccccc12,11%,17%,0%,-5%,2.0%,0%,-13%,-103%
O=C(COC(=O)c1ccc([N+](=O)[O-])s1)NCc1ccccc1,9%,10%[46.1 µM],-1%,3%,0.1%,-5%,-18%,?
CC(C)c1nc(CNC(=O)c2cc(COc3c(F)cccc3F)on2)cs1,-15%,42%,0%,.,1.1%,-2%,-10%,-1%
CCN1C(=O)/C(=C/N(C(C)=O)c2ccccc2)N(c2ccccc2)C1=S,8%,-10%[46.1 µM],-4%,-12%,?,-7%,-1%,?
O=C(/C=C/c1ccc(Cl)c(Cl)c1)n1cccn1,7%,-4%[46.1 µM],-7%,1%,1.1%,-5%,-11%,13%
C#CCNC(=O)C1=C[C@@H](c2ccc(Br)cc2)C[C@@H](OCc2ccc(CO)cc2)O1,-2%,42%,0%,.,1.9%,2%,-13%,-15%
COc1cc(OC)c(NC(=O)CCNC(=O)Cn2cnc3ccccc3c2=O)cc1Cl,3%,-5%[46.1 µM],2%,4%,-1.0%,1%,-11%,11%
CC(C)N(CCC#N)C(=O)Nc1ccc2c(c1)CCO2,-25%,-6%,1%,-2%[15.4 µM],-0.2%,5%,-11%,-4%
Cc1nn(Cc2ccccc2Cl)c(C)c1NC(=O)c1cc(-c2ccc(F)cc2)on1,0%,-7%[46.1 µM],-4%,2%,0.0%,-9%,4%,8%
CCC(=O)NCCC(c1ccco1)c1ccccc1OC (stereo unspecified),8%,-22%[46.1 µM],-6%,?,0.0%,-6%,2%,-3%
O=C(NCCc1ccc(Cl)cc1)c1n[nH]c2ccccc12,-13%,-13%,0%,?,1.6%,2%,-17%,13%
O=C(NCc1nnc(SCC(=O)N2CCOCC2)o1)c1ccccc1F,5%,9%,-3%,2%,0.0%,0%,-2%,-6%
COc1ccc(OC)c(NC(=O)COC(=O)/C=C/c2ccccc2Cl)c1,-6%,-12%[46.1 µM],-2%,-7%,0.0%,3%,-25%,-8%
OCCC1CN(Cc2cccn2-c2cccnc2)CCN1C1CCCCC1 (stereo unspecified),7%,-9%,-2%,-2%,0.4%,-9%,2%,5%
Cc1ccc2[nH]c(=O)c(CN(CCN3CCOCC3)C(=O)Nc3ccc(F)cc3)cc2c1,-5%,-24%[46.1 µM],-4%,-5%,0.0%,2%,-1%,1%
COc1ccc(OCC(=O)N2CCN(c3nnc(-c4ccc(C)cc4)c4ccccc34)CC2)cc1,-5%,?,-16%,.,0.0%,2%,4%,.
COc1ccccc1NS(=O)(=O)c1cccc(NC(=O)c2sc3ccccc3c2Cl)c1,14%,-8%,13%,-5%,-1.2%,12%,-7%,-6%
CC(C)(C)c1cc(C(=O)Nc2cccc3ccccc23)ccn1,8%,-20%[46.1 µM],3%,-7%,1.2%,0%,-10%,-8%
C(=N\NC(=Nc1ccccc1)c1ccccn1)/c1ccccn1,-6%,12%,1%,-7%,-0.9%,-6%,-15%,?
Cc1nc(C#N)c(NCc2ccc3c(c2)OCO3)o1,-9%,0%[46.1 µM],3%,-8%,-1.0%,-5%,-11%,-4%
COc1cccc(C(=O)CSc2nnnn2C2CCCCC2)c1,-10%,-19%[46.1 µM],3%,-6%,6.9%,-11%,-17%,2.8µM*
CNC(=S)N(Cc1cc2ccc(OC)cc2[nH]c1=O)CC1CCCO1 (stereo unspecified),-2%,-6%,-12%,13%,0.0%,5%,-4%,?
CC12C=CC3(O1)C(C(=O)N(c1cccnc1)C3C(=O)NC1CCCCC1)C2C(=O)Nc1ccccc1 (stereo unspecified),-4%,-14%[46.1 µM],-3%,4%,-1.3%,-5%,-6%,-2%
C/C(=N\NC(=O)CNC(=O)C(c1ccccc1)c1ccccc1)c1ccccc1,-5%,20%,2%,8%,-1.0%,4%,3%,10%
CC1(C)Cc2c(C#N)c(SCc3nc4ccccc4[nH]3)nc(N3CCOCC3)c2CO1,-3%,?,?,-1%,0.0%,10%,-23%,?
O=C(COC(=O)c1cc(=O)[nH]c2ccccc12)Nc1nccs1,-2%,-8%,-4%,.,-2.9%,-6%,-7%,.
CCOc1ccccc1Oc1c(C)oc2c(CN3CCN(C)CC3)c(O)ccc2c1=O,5%,-4%[46.1 µM],16%,6%,-1.1%,1%,-2%,?
O=S(=O)(c1ccc(OCC(O)CN2CCN(c3ccccc3O)CC2)cc1)N1CCOCC1 (stereo unspecified),6.3µM*,13%[7.67 µM],7%,-6%,1.6%,0%,-12%,?
Cc1cc(C2=NNC(=NCc3ccccc3)SC2)c(C)n1-c1c(C)n(C)n(-c2ccccc2)c1=O,-17%,2%,7%,-7%,0.0%,5%,-5%,?
COc1ccc(N=c2cc(-c3ccc(OC)cc3)oc3ccccc23)cc1,4%,-47%,0%,-8%,2.1%,-15%,?,6%
CCOc1ccccc1NC(=S)Nc1ccccc1F,1%,-5%[46.1 µM],-4%,-4%,-0.4%,-6%,-9%,?
COc1ccc(C2=Nn3c(nnc3-c3ccco3)SC2)cc1OC,6%,-5%[46.1 µM],-1%,-2%,-0.5%,-3%,-9%,?
CNC(=O)[C@H]1O[C@@H](n2cnc3c(NCc4ccc(N)cc4)ncnc32)[C@H](O)[C@@H]1O,.,.,4%,.,2.1%,6%,-2%,?
Cc1cc(C)n2nc(S(=O)(=O)NC3CCCCC3)nc2n1,4%,-1%[46.1 µM],0%,-5%,0.0%,-5%,4%,-2%
c1ccc(Cn2c(SCc3cn4cccnc4n3)nnc2-c2ccco2)cc1,2%,-8%[46.1 µM],-8%,1%,-1.4%,-12%,5%,?
CC1(C)CC(N2CCN(c3ccccc3)CC2)=CC(=[N+]2CCCC2)C1,-24%,-4%[46.1 µM],6%,3%,-5.5%,4%,2%,4%
CC(Oc1ccc(Cl)cc1Cl)c1nc(-c2ccc(NC(=O)c3ccccn3)cc2)no1 (stereo unspecified),0%,-19%[46.1 µM],-1%,-4%,4.1%,-4%,-27%,14%
O=C(Cc1ccc(-n2cnnn2)cc1)NC12CC3CC(CC(C3)C1)C2,-2%,-28%[46.1 µM],0%,4%,-1.0%,0%,-7%,-4%
O=C1Nc2ccccc2N(O)N1c1ccc(Cl)cc1,5%,15%,-4%,13%,-4.2%,-2%,11%,11%
CCC(=O)Nc1cc(C(=O)O)ccc1S(=O)(=O)c1ccc(C)cc1,-5%,2%,0%,2%,1.1%,-6%,-12%,15%
O=C(Oc1cccc(N2C(=O)CCC2=O)c1)C1CC(=O)N(c2ccc(Br)cc2)C1 (stereo unspecified),2%,9%[46.1 µM],1%,1%,0.0%,-5%,20%,6%
CCn1c(SCC(=O)Nc2nc(C)c(C(=O)OC)s2)nnc1C(C)C,-6%,-1%[7.67 µM],-2%,-13%,-1.9%,-4%,-5%,-7%
CN[C@]1(C)[C@H]2CC[C@@H](C2)C1(C)C,.,.,0%[29.1 µM],.,-1.1%[16.9 µM],-7%[29.1 µM],.,-10%[20.9 µM]
O=C1c2ccccc2C2(c3ccc(F)cc3)NCCN12 (stereo unspecified),20%,6%,-5%,?,-0.3%,1%,-12%,10%
Cc1cc(N2CCCC2=O)cc(C)c1S(N)(=O)=O,3%,-5%[46.1 µM],5%,-13%,-1.0%,0%,-5%,7%
CCOC(=O)C1=C(C)NC(C)=C(C(=O)OC)[C@@H]1c1cccc([N+](=O)[O-])c1,.,.,1%[29.1 µM],.,3.8%[16.9 µM],-2%[29.1 µM],.,-10%[20.9 µM]
NC(=O)CSc1nnc(Cn2cnc3ccccc32)o1,-5%,21%,3%,4%,-0.1%,1%,-9%,-1%
Nc1nc(Sc2ncccc2[N+](=O)[O-])n[nH]1,10%,6%,0%,.,0.0%,-2%,-17%,.
O=C(O)c1ccc(COc2ccc3ccccc3c2/C=C2/NC(=O)N(c3ccccc3)C2=O)cc1,-10%,?,9%,-13%,-1.2%,-2%,0%,?
O=C(COC(=O)C12CC3CC(CC(C3)C1)C2)NCc1ccco1,4%,4%[46.1 µM],-4%,?,0.9%,-3%,2%,-2%
Cc1cccc(OCC(=O)Nc2ccccc2F)c1,-9%,-12%,8%,2%,0.0%,11%,-7%,-11%
CC1=C(C(=O)OCC(C)C)C(c2cccs2)NC(=S)N1 (stereo unspecified),0%,5%[46.1 µM],-5%,4%,-0.9%,-8%,-3%,0.13µM*
C[C@H](NS(=O)(=O)c1ccc(Cl)cc1)C(=O)OCC(=O)NC(=O)Nc1ccc2c(c1)OCCO2,-1%,21%,0%,1%,-1.6%,-4%,-27%,?
